Screening data from PubChem BioAssay.
HRP interference: HRP/luminol detection interference without ALR, dose response, artefact control for ALR inhibitor project, biochemical, luminescence, no ALR or DTT. AC50 in µM for hits, for the others activity change, negative = inhibition, % at the top dose, mostly 10 µM. AID 540356. HRP/H2O2 luminol luminescence counterscreen, no ALR. hit rate 15% among 2,500;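 active = signal-lowering compounds whose fitted half-maximal concentration AC50 is no higher than ten times their top tested concentration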;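 also: 0% = median of neutral control wells and -100% = median of quercitin 100 µM wells; many of its hits are not listed in these tables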
* hit, by the source's call.

The first 4 records, to show the layout:
CCCn1c(NCc2cccc(OC)c2OC)nc2ccccc21
- HRP interference: -3.7%
COc1ccc(-c2n[nH]c(=S)n2Cc2ccco2)cc1
- HRP interference: -2.4%
CN(Cc1nc2ccccc2n1C)c1ccccc1
- HRP interference: -0.3%
O=C(CCn1cccn1)N1CCCC(N2CCN(c3cccc(Cl)c3)CC2)C1 (stereo not drawn)
- HRP interference: 2.2%

The whole of this part, from the first entry:
CCCn1c(NCc2cccc(OC)c2OC)nc2ccccc21
- HRP interference: -3.7%
COc1ccc(-c2n[nH]c(=S)n2Cc2ccco2)cc1
- HRP interference: -2.4%
CN(Cc1nc2ccccc2n1C)c1ccccc1
- HRP interference: -0.3%
O=C(CCn1cccn1)N1CCCC(N2CCN(c3cccc(Cl)c3)CC2)C1 (stereo not drawn)
- HRP interference: 2.2%
COc1ccc(CN2C(=O)C3C4C=CC(C4)C3C2=O)cc1 (stereo not drawn)
- HRP interference: 0.2%
O=C(c1ccccc1)c1cccn1CC(=O)N1CCN(c2ccccc2)CC1
- HRP interference: -1.8%
O=C(CN1CCN(c2ccc(Cl)cc2)CC1)N1CCCC1
- HRP interference: -1.1%
Cc1ccc(CSC2=NCCN2C(=O)c2ccco2)cc1
- HRP interference: -0.8%
COc1cc(/C=N/Nc2ccccc2)ccc1O
- HRP interference: -7.7%
CCCCC(NC(=O)Cc1c(C)c2cc3c(C)c(C)oc3c(C)c2oc1=O)C(=O)O (stereo not drawn)
- HRP interference: -14.1%
O=C(Nc1ccccc1N1CCCC1)c1ccc(N2CCCC2=O)cc1
- HRP interference: -8.7%
O=C(Cc1ccc(Cl)cc1)N1CCN(c2ccccc2)CC1
- HRP interference: -0.4%
Cc1cccc(-c2cnn(-c3cccc([N+](=O)[O-])c3)c2N)c1
- HRP interference: 0.2%
Cc1ccc(Nc2c(-c3ccccc3)nc3cnccn23)cc1
- HRP interference: 0.4%
CCc1ccc(CCC(=O)Nc2ccc(Cl)cc2)o1
- HRP interference: -3.1%

COc1ccc(S(=O)(=O)Cc2ccc(C(=O)N3CCN(c4ccc(Cl)cc4)CC3)o2)cc1
- HRP interference: 0.4%
Cc1ncsc1CCC(=O)N1CCCC(Nc2ccc(C(C)C)cc2)C1 (stereo not drawn)
- HRP interference: -0.6%
O=C(CNC(=O)c1ccco1)Nc1ccc(N2CCCCCC2)cc1
- HRP interference: -2.0%
Cc1cccc(C(=O)Nc2scc(CC(C)C)c2C(=O)O)c1
- HRP interference: -1.8%
CCN(CCCNC(=O)C1CCC(=O)N1Cc1ccc(C)cc1)c1cccc(C)c1 (stereo not drawn)
- HRP interference: -5.6%
S=c1[nH]nc(-c2ccccn2)n1/N=C/c1ccc(Br)s1
- HRP interference: -9.0%
COc1ccc(NCc2ccc([N+](=O)[O-])s2)c(OC)c1
- HRP interference: -0.1%
Cc1ccc(-n2c([C@@H]3C[C@H]3c3ccccc3)n[nH]c2=S)cc1
- HRP interference: -4.6%
Cc1ccc(NC(=O)N/C=C/c2ccco2)cc1C
- HRP interference: 1.6%
Cc1ccc(NC(=O)Nc2cccs2)cc1
- HRP interference: -0.7%
O=C(c1ccc2c(c1)OCO2)N1CCN=C1SCc1cccnc1
- HRP interference: 0.8%
S=c1[nH]c2ccc(Cl)cc2s1
- HRP interference: -6.8%
COc1cc(-c2nc3cnccn3c2NC(C)(C)CC(C)(C)C)ccc1O
- HRP interference: 1.1%
O=[N+]([O-])c1ccccc1N=Nc1ccc(O)cc1
- HRP interference: -9.0%
O=S(=O)(Nc1ccc2c(c1)OCO2)c1ccc(F)c(F)c1
- HRP interference: -5.0%

Copied from the results shown (5 entries):
O=C(c1ccc2c(c1)OCO2)N1CCN=C1SCc1cccnc1
- HRP interference: 0.8%
S=c1[nH]c2ccc(Cl)cc2s1
- HRP interference: -6.8%
COc1cc(-c2nc3cnccn3c2NC(C)(C)CC(C)(C)C)ccc1O
- HRP interference: 1.1%
O=[N+]([O-])c1ccccc1N=Nc1ccc(O)cc1
- HRP interference: -9.0%
O=S(=O)(Nc1ccc2c(c1)OCO2)c1ccc(F)c(F)c1
- HRP interference: -5.0%

The results go on:
CC(C)CC1(C(=O)O)NC(c2ccccc2O)C2C(=O)N(C(C)C)C(=O)C21 (stereo not drawn)
- HRP interference: -10.3%
Cc1cc(C)c(S(=O)(=O)Nc2ccc(O)cc2)c(C)c1
- HRP interference: 9.93µM*
COc1cccc(N2CCN(S(=O)(=O)c3cn(C)cn3)CC2)c1
- HRP interference: -1.6%
O=C(NNc1c2ccccc2nc2ccccc12)c1ccccc1O
- HRP interference: -2.2%
CCN(CC)S(=O)(=O)c1ccc(C(=O)Nc2nnc(CSC)o2)cc1
- HRP interference: -3.8%
Cc1cccc(C(=O)Nc2ccc(O)cc2)c1
- HRP interference: -13.4%
O=C(O)c1cc2ccccc2cc1Nc1ccccc1
- HRP interference: -11.1%
S=c1nc[nH]c2c1[nH]c1ccccc12
- HRP interference: -0.6%
Cc1cccc(N2CCN(C(=O)c3ccncc3)CC2C)c1 (stereo not drawn)
- HRP interference: -2.0%
O=[N+]([O-])c1ccc(CSC2=NCCN2)cc1
- HRP interference: -0.8%
O=C1CC(N2CCN(c3ccccc3)CC2)C(=O)N1CCc1ccccc1 (stereo not drawn)
- HRP interference: 1.2%
O=C(Nc1ccc2snnc2c1)N1CCN(c2ccccc2)CC1
- HRP interference: -2.3%
COc1cccc(CNc2nc3ccccc3n2CCN2CCCCC2)c1OC
- HRP interference: -4.5%
Cc1ccc(SCc2noc(C(=O)NC(C)C)c2C(=O)O)cc1C
- HRP interference: -2.3%
CS(=O)(=O)N1CCN=C1SCc1cccc(F)c1
- HRP interference: 0.8%

(more compounds)
canonical_smiles	HRP interference
Nc1c(-c2ccccc2)cnn1-c1cccc([N+](=O)[O-])c1	-6.2%
Cc1ccc(Oc2ccc(N)cc2)cc1	-0.3%
Cc1nn(C)c(Nc2ccc(Br)cc2)c1Br	-0.6%
c1ccc2c3c([nH]c2c1)-c1[nH]ncc1CC3	-1.5%
Cc1ccc(S(=O)(=O)NNc2ccccc2)c(C)c1	-4.4%
COc1ccccc1N1CC(C(=O)Nc2nnc(SCc3cccnc3)s2)CC1=O (stereo not drawn)	-1.1%
CCN(CC)c1ccc(/C=C/c2cccc[n+]2C)c(OC)c1	-11.5%
O=C1CC(NNc2ccccc2)C(=O)N1c1ccccc1 (stereo not drawn)	-8.7%
Cc1ccc(S(=O)(=O)Nc2ccc(O)c3ncccc23)cc1	-6.3%
COc1ccc(NC2CCCN(C(=O)c3ccc(C(C)=O)cc3)C2)cc1 (stereo not drawn)	-2.6%
Cc1ccc(Nc2nc(-c3ccc(O)cc3O)cs2)nc1	-1.7%
COc1cccc(CNn2cnnc2)c1O	2.6%
CN(C)c1ccc(C2N(c3ccc(F)cc3)C(=O)C3CCCN32)cc1 (stereo not drawn)	-1.5%
Oc1[nH]c2ccc(Br)cc2c1N=Nc1nn[nH]n1	-0.2%
Cc1ccc(S(=O)(=O)N/N=C/c2ccccc2O)cc1[N+](=O)[O-]	-5.3%

3 entries drawn at random from the list so far, as already listed:
canonical_smiles	HRP interference
COc1ccccc1N1CC(C(=O)Nc2nnc(SCc3cccnc3)s2)CC1=O (stereo not drawn)	-1.1%
CN(C)c1ccc(C2N(c3ccc(F)cc3)C(=O)C3CCCN32)cc1 (stereo not drawn)	-1.5%
O=C1CC(NNc2ccccc2)C(=O)N1c1ccccc1 (stereo not drawn)	-8.7%

Next results follow.
canonical_smiles	HRP interference
CC(C)n1cc(C(=O)N2CCCC(N3CCN(c4cccc(Cl)c4)CC3)C2)cn1 (stereo not drawn)	-1.8%
NC(=O)Nc1ccc(Nc2ccccc2)cc1	-12.0%
COc1cc(OC)c(NC(C)C(=O)NCc2ccccc2)cc1Cl (stereo not drawn)	-0.5%
CCc1ccccc1N1C(=O)CC(N2CCc3ccccc32)C1=O (stereo not drawn)	2.9%
O=C(N/N=C/c1ccc(O)c(O)c1)c1cccc(S(=O)(=O)N2CCCC2)c1	5.2%
COc1cc2c(cc1OC)CN(c1ccc([N+](=O)[O-])cc1C#N)CC2	-2.8%
CCc1oc2ccccc2c1C(=O)CCN1CCCCC1	-1.3%
Cc1cccc(CS(=O)(=O)c2ncc(Cl)c(C(=O)Nc3c(C)cccc3C)n2)c1	0.9%
O=S(=O)(Nc1ncnc2sc3c(c12)CCC3)c1cc(F)ccc1F	-2.6%
Nc1ccccc1C#Cc1ccc2[nH]ccc2c1	-0.4%
CSCc1ccc(C(=O)NC(C)c2ccc(-n3ccnc3)cc2)cc1 (stereo not drawn)	8.4%
O=C(O)c1ccccc1NC(=O)c1ccccc1Nc1ccccc1	-2.7%
N#CCC(=O)Nc1ccc(C(=O)NCc2cccc(Cl)c2)cc1	3.3%
COc1ccc(NC2CCCN(C(=O)CCc3cn[nH]c3)C2)cc1 (stereo not drawn)	-7.2%
CCCC(=O)Nc1ccc(Nc2ccccc2)cc1	-4.1%

(list continues)
canonical_smiles	HRP interference
Cc1cc(C)n2cc(CSc3nc4ccccc4[nH]3)nc2n1	-2.7%
Cc1cc(O)c(Sc2ncn[nH]2)cc1NS(=O)(=O)c1ccc(Cl)cc1	-11.3%
c1c2c(cc3sc(N4CCCCC4)nc13)OCO2	0.2%
CN1CCCNc2nc3ccccc3nc21	-1.4%
CCCCCCCc1c(C#N)c(N)[nH]c(=S)c1C#N	-5.1%
O=c1[nH]c2ccc(S(=O)(=O)Nc3ccccc3O)cc2[nH]1	0.3%
Fc1ccc(-n2[nH]nnc2=S)cc1N1CCCC1	-3.8%
COC(=O)c1sc2nc(-c3ccco3)ccc2c1N	-4.8%
COc1ccc(S(=O)(=O)Cc2ccc(C(=O)N3CCN(c4ccccc4)CC3)o2)cc1	-4.0%
N#C/C(=N\Nc1ccc(Cl)cc1)C(N)=S	-8.0%
Oc1ccc(/C=N/N=C/c2ccc(O)c(O)c2)cc1O	2.39µM*
Cc1nn(Cc2ccc(Cl)cc2)c(C)c1N	-5.7%
COc1ccc(/C=C2/SC(=O)N(CCCCCC(=O)Nc3ccccc3C(=O)O)C2=S)cc1	-0.3%
CC(NC(=O)C(=O)N1CCCCC1)C(c1cccs1)N1CCN(c2ccccc2)CC1 (stereo not drawn)	-2.0%
Cn1nccc1C(=O)Oc1ccc(/C=N/NC(=O)c2ccccc2O)cc1	-0.7%

Next section
canonical_smiles	HRP interference
CC(C)CN1C(=O)NC(NS(=O)(=O)c2ccc(N)cc2)(C(F)(F)F)C1=O (stereo not drawn)	-3.9%
Nn1c(Nc2ccccc2)nc2sc3c(c2c1=O)CCCC3	-4.2%
S=c1[nH]nc(-c2ccco2)n1/N=C/c1ccccc1	-3.8%
Cc1cc(C(=O)CC#N)c(C)n1CC(F)(F)F	-6.9%
Fc1ccc(Nc2c3c(nc4ccccc24)CCC3)cc1	-1.3%
CCC(C)C(=O)N1CCc2cc(-c3csc(N)n3)ccc21 (stereo not drawn)	-4.9%
COc1cc(C(=O)n2nc(C)cc2C)ccc1O	-7.0%
CCc1[nH]nc(C(=O)N2CCCC(Nc3cccc(F)c3)C2)c1C (stereo not drawn)	-0.6%
CN(C)c1ccc(NC(=O)CCn2c(=S)oc3ccccc32)cc1	-3.0%
O=C(CCN1CCN(C(c2ccccc2)c2ccccc2)CC1)N/N=C/c1ccc(O)cc1	-4.7%
COc1cc(/C=N/N=C2/NC(=O)C(c3ccccc3)S2)ccc1O (stereo not drawn)	-6.8%
O=C(NCCCN1CCCC1)c1ccc2c(Cl)c3c(nc2c1)CCCC3	-1.0%
CCCc1cc(C(=O)N2CCCC(Nc3ccc(C)c(C)c3)C2)n(C)n1 (stereo not drawn)	-3.3%
COc1cc(NCc2ccccc2)c2ncn(C(C)C)c2c1	1.1%
COc1cc(/C=C2/SC(=O)NC2=O)ccc1Oc1ccc([N+](=O)[O-])cc1[N+](=O)[O-]	-1.9%

Continued; the last 5 above are carried over.
canonical_smiles	HRP interference
COc1cc(/C=N/N=C2/NC(=O)C(c3ccccc3)S2)ccc1O (stereo not drawn)	-6.8%
O=C(NCCCN1CCCC1)c1ccc2c(Cl)c3c(nc2c1)CCCC3	-1.0%
CCCc1cc(C(=O)N2CCCC(Nc3ccc(C)c(C)c3)C2)n(C)n1 (stereo not drawn)	-3.3%
COc1cc(NCc2ccccc2)c2ncn(C(C)C)c2c1	1.1%
COc1cc(/C=C2/SC(=O)NC2=O)ccc1Oc1ccc([N+](=O)[O-])cc1[N+](=O)[O-]	-1.9%
CCCNC(=O)c1cc2c3ccccc3n(C)c2s1	0.3%
COc1ccc(/C=N/Nc2ccc([N+](=O)[O-])cc2)cc1O	-5.4%
O=C(Cc1ccccc1)Nc1ccc(C(=O)Nc2ccccc2C(=O)O)cc1	-1.8%
CC1=CC(C)(C)Nc2ccc(OC(=O)CN3C(=O)C4CCCCC4C3=O)cc21 (stereo not drawn)	-9.2%
CC(=C/c1ccccc1)/C=N/n1c(-c2ccco2)n[nH]c1=S	-12.7%
O=C(O)c1ccc(Sc2nnc(-c3cccc(Br)c3)o2)c([N+](=O)[O-])c1	0.0%
Cc1ccc(NC(NC(=O)c2ccccn2)C(Cl)(Cl)Cl)cc1 (stereo not drawn)	-1.7%
O=S(=O)(N/N=C\c1ccc2c(c1)OCO2)c1ccc(F)cc1	-7.4%
CC(C)n1cnc2cc(NCc3ccco3)ccc21	-10.1%
COc1ccc2cc(CCl)c(Cl)nc2c1	4.2%
C/C(=C\c1ccc(N)cc1)c1nc2ccccc2[nH]1	6.64µM*

Not all compounds are listed; count on the stated rates, not on these rows.
